# Screening data (PubChem BioAssay)
# WT yeast gro inh: growth inhibition of WT yeast, mitochondrial fusion screen. mitochondrial fusion phenotypic screen, WT strain. inhibition, % at 10 µM. 2.1% of 190,000 active. AID 1362; in the data active means inhibition above about 58%; tested in S. cerevisiae
# Autophagy mod: autophagy modulation, high-content screen; AID 463193; calls only at 10 µM (by protocol); 0.98% of 190,000 active; MEF GFP-LC3 puncta imaging; test concentration mostly 10 µM;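 active means percentage of spot-positive cells more than 3 SD above its plate mean, without a fluorescence outlier flag or 80% toxicity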;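 further: spot-positive cell cutoff set from DMSO-treated cells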
# PMI inhibitors: MPI enzyme activity inhibition – biochemical, fluorescence intensity, coupled assay, primary screen (AID 1209); purified PMI enzyme, coupled fluorescence intensity; higher % means a stronger effect; inhibition, % at 20 µM; hits with a dose series show IC50 in µM; 0.42% of 190,000 active;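 further: plate controls were DMSO vehicle for no effect and wells lacking substrate for full effect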
# Ins promoter up: MIN6 insulin promoter up-regulation. MIN6 insulin promoter-GFP reporter, high-content imaging; active compounds read high. z-score at 5 µM. 0.3% of 190,000 active. AID 1625;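 active means z-score above 3 at 5 µM with at least 500 cells counted in the well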
# PMI inhibition: MPI inhibition at elevated mannose 6-phosphate – biochemical, fluorescence intensity, high mannose 6-phosphate, primary screen (AID 1220); recombinant PMI enzyme, coupled fluorescence intensity; higher % means a stronger effect; inhibition, % at 20 µM, or IC50 in µM where a hit was titrated; 0.66% of 190,000 active
# b-catenin transl: alters nuclear translocation of beta-catenin in HeLa cells. immunofluorescence imaging. 0.3% of 190,000 active. nuclear translocation activity, % at 5 µM;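 active means nuclear translocation activity above 50% at 5 µM, with a well cell count of 50 or more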;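 further: per-cell ratio of nuclear to cytoplasmic median beta-catenin stain intensity; plate controls were DMSO negative control for no effect and GSK-3 inhibitor IX positive control for full effect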
#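 Technique: fluorescence imaging of beta-catenin antibody stain plus DAPI / Material: human HeLa cell line / Incubation: compound treatment 24 h, 37°C, 5% CO2 / Read-out basis: % activation of per-cell nuclear versus cytoplasmic median beta-catenin signal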
# Yfh1-off respiration: mitochondrial function rescue without frataxin homolog – Friedreich's ataxia, plus single-dose screen, dose response (AID 1465); S. cerevisiae Yfh1-off respiration, WST-1 reduction, 72 h; higher fold induction means a stronger effect; fold induction at 50 µM; hits with a dose series show EC50 in µM; 0.074% of 220,000 active;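 active means fold induction of absorbance versus untreated yeast above a set limit, then at least 30% activation at any dose in follow-up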;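 further: activators that raise dye reduction in frataxin-depleted yeast; strong numbers were not always called active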
# MT stabilizer: stabilizes microtubules in HeLa cells; HeLa tubulin immunostaining HCS, 24 h; share of cells brighter than vehicle mean+2SD; % tubulin-high responders, % at 10 µM; 0.83% of 200,000 active;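 active means plate Z-score above 3 for both tubulin-high and condensed-nucleus cell shares, with cell loss under 80%, at 10 µM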;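 further: anti alpha tubulin signal scored within the nucleus-defined area of each cell; some results filed as inactive read as strong as hits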
# Dynein cargo inh: dynein cargo transport inhibition | 3617.4 mouse cells, GR-EGFP nuclear translocation imaging; test concentration mostly 20 µM; stimulated with dexamethasone, 1 µM; active compounds read low | z-score, hits read low | 0.47% of 220,000 active | AID 1381;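 active means plate z-score of nuclear minus cytoplasmic receptor signal below a set negative limit, without overly bright fluorescence or cell loss, cut at about -3.5 in these data, passing the limit was not always enough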;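 further: z-score of nuclear minus cytoplasmic ring GR-EGFP intensity difference per well; some compounds called inactive have numbers as strong as hits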
#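 Buffer or medium: tet-free medium with charcoal-stripped serum / Also added: dexamethasone agonist, 1.0 µM final, for 30 min / Timing: induction 48 h, compound 1 h, agonist 30 min / Measured by: high-content fluorescence imaging after fixation / Read-out: nuclear-to-cytoplasmic GR-EGFP distribution per well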
# WT yeast gro inh mutant strain: recorded beside WT yeast gro inh, whose call it bears; inhibition, %; mitochondrial fusion phenotypic screen, mutant strain inhibition
# Dynein cargo inh cytoplasmic EGFP: also measured in Dynein cargo inh; calls as there; z-score; measured here: cytoplasmic GR-EGFP intensity; active compounds read high
# Dynein cargo inh nuclear GR-EGFP: further read-out of Dynein cargo inh, marked with its call; z-score; measured here: nuclear GR-EGFP intensity;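 lower value marks the stronger effect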
# Dynein cargo inh cell count: second read-out of Dynein cargo inh, no call of its own (marks repeat the call); z-score; measured here: cell count per field
# Ins promoter up cell count: also measured in Ins promoter up; calls as there; cell count; measured here: cytotoxicity, nuclei count;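 total cells summed across four imaged fields per well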
# b-catenin transl cell count 5 µM: second read-out of b-catenin transl, no call of its own (marks repeat the call); cell count; measured here: cell count, cytotoxicity flag
# MT stabilizer Hoechst-high %: also measured in MT stabilizer; calls as there; % Hoechst-high responders; measured here: nuclear condensation Hoechst responders;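 share of cells brighter than vehicle mean plus two SD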
# MT stabilizer cytotoxicity %: further read-out of MT stabilizer, marked with its call; toxicity, %; measured here: cytotoxicity by cell density;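 0% = mean cell density of plate MIN control wells and 100% = no cells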
# Autophagy mod cell loss 18 h: recorded beside Autophagy mod, whose call it bears; toxicity, %; measured here: cell loss, nuclei count;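 cell loss after 18 h compound exposure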
# Starred values were filed as active, the others as inactive; i = inactive; . = not tested or not shown. Unless noted, no stated cut-off is given here; in the data, active means inhibition above about 50%; inactive means the rest.
SMILES,WT yeast gro inh,WT yeast gro inh mutant strain,Autophagy mod,Autophagy mod cell loss 18 h,PMI inhibitors,Ins promoter up,Ins promoter up cell count,PMI inhibition,b-catenin transl,b-catenin transl cell count 5 µM,Yfh1-off respiration,MT stabilizer,MT stabilizer Hoechst-high %,MT stabilizer cytotoxicity %,Dynein cargo inh,Dynein cargo inh cytoplasmic EGFP,Dynein cargo inh nuclear GR-EGFP,Dynein cargo inh cell count
CCCc1c(C(=O)NNc2ccc(C)cc2)cnn1-c1ccccc1,.,.,.,.,.,-0.38,1356,.,3.3,1250,i,.,.,.,-0.26,-0.24,-0.37,0.066
c1cc(CNc2ccc3c(c2)OCCO3)ccn1,8,13,i,-5,14%,.,.,9%,.,.,i,2.0,2.5,4.8,0.6,-0.33,0.19,0.8
Fc1ccc(C(c2nnnn2Cc2cccs2)N2CCN(C3CCCC3)CC2)cc1 (stereo unspecified),-17,-12,i,-6,-12%,-0.09,1163,-11%,-0.6,1155,i,2.5,1.9,2.9,1.2,-0.21,0.52,0.21
CCN(CC)c1ccc(/C=N/n2c(C)cc(C)cc2=O)cc1,3,-5,i,-11,-10%,-1.1,1153,-7%,-5.9,969,i,5.8,3.6,6.6,-0.58,-0.23,-0.12,-0.19
O=C(Nc1ccccn1)c1ccc(S(=O)(=O)c2ccc(Cl)cc2)cc1,6,-12,i,-5,4%,.,.,2%,0.5,1577,i,1.6,2.2,3.1,-0.54,-0.16,-0.4,-0.65
Cc1ccc2[nH]c(O)c(N=NC(=O)CCc3ccccc3)c2c1Br,8,-2,i,-13,18%,-1.1,1412,3%,-1.6,1087,i,3.6,3.8,16,0.32,-0.27,0.16,0.98
Cc1ccc(C)c(N(C(=O)c2snc(C(N)=O)c2N)C(C(=O)NCC2CCCO2)c2cccs2)c1 (stereo unspecified),9,-7,i,3,16%,-0.54,1400,14%,0.0,1149,i,3.2,3.5,12,-0.21,-0.3,-0.092,-0.73
CCOC(=O)c1cnn(-c2ccccc2)c1NC(=O)CSc1nnc(-c2cccs2)n1CC,11,10,i,-21,-5%,0.03,1046,-8%,.,.,i,0.8,1.1,0.5,0.3,-0.25,0.48,1.2
CCOC(=O)C1CCN(C(=O)CSc2ccc(Br)cc2)CC1,7,-7,i,9,4%,0.82,1453,6%,1.1,1502,i,2.6,2.3,5.7,-0.0032,-0.33,0.45,0.54
CC1C(=O)CCN(C(C)(C)C)C1C (stereo unspecified),9,4,i,-5,0%,-0.5,1426,0%,-2.6,973,i,3.5,1.9,10,-0.57,-0.14,-0.43,-0.21
COc1ccccc1OCCNC(=O)c1cc(F)c(F)cc1Cl,-9,-15,i,7,20%,0.18,1401,9%,-2.2,864,i,2.7,2.4,1.4,-0.68,-0.32,-0.6,0.54
CCC(CNc1cc(OC)cc2cccnc12)NC1CCCCC1 (stereo unspecified),.,.,.,.,.,-0.27,1327,.,1.4,988,i,.,.,.,-0.99,0.61,-0.37,-0.28
C=CCc1cccc2cc(C(=O)NCc3cccnc3)c(=O)oc12,13,12,i,-14,10%,-0.2,1183,4%,1.1,1058,i,3.7,2.5,8.7,0.56,-0.19,0.58,-0.083
Cn1nc(C(F)(F)F)c(-c2ccc(Br)cc2)c1NC(=O)C1CCC1C(=O)O (stereo unspecified),.,.,.,.,.,-0.05,1160,.,0.7,1320,i,.,.,.,0.09,-0.22,0.65,-1.1
Cc1ccc(Cl)c(NC(=O)COC(=O)CNS(=O)(=O)/C=C/c2ccccc2)c1Cl,-7,-7,i,-16,-2%,1.1,1222,-5%,-2.0,546,i,4.4,2.1,4.3,-0.25,-0.3,-0.48,0.44
Clc1ccc(/C=N/Nc2nc(Cl)nc3ccccc23)cc1,-3,6,i,1,23%,0.05,1573,14%,-1.7,1330,i,1.9,1.1,8.7,0.13,-0.096,-0.11,0.53
C/C(CC1CC(C)(C)OC1=O)=N\NC(N)=S (stereo unspecified),.,.,.,.,.,0.94,1115,.,-1.3,1332,i,.,.,.,0.41,-0.16,0.76,-0.61
O=c1c2c3nc4ccccc4nc3n(/N=C/c3cccs3)c2ncn1-c1ccccc1,.,.,.,.,6%,0.59,858,3%,3.1,1104,.,.,.,.,.,.,.,.
CC(=O)C1=C(O)C(=O)N(c2ccc(S(=O)(=O)Nc3nccs3)cc2)C1c1ccc(F)cc1 (stereo unspecified),.,.,.,.,.,-0.02,1203,.,0.7,1284,i,.,.,.,-0.86,-0.18,-0.098,0.72
O=C(CNS(=O)(=O)c1ccc(F)cc1)N1CCN(c2ccc(F)cc2)CC1,5,12,i,-5,10%,1.1,1271,8%,1.2,1040,i,4.2,2.3,3.0,-0.065,-0.29,0.067,0.084
O=C(NCc1ccc(Cl)cc1)C1CCC(CNc2c(N3CCCCC3)c(=O)c2=O)CC1 (stereo unspecified),3,-8,i,9,-3%,0.15,1284,-5%,2.1,558,i,4.8,2.6,6.5,-0.48,-0.15,0.55,0.28
COC(=O)C(CCSC)NS(=O)(=O)c1ccc(Cl)cc1 (stereo unspecified),-13,-38,i,-11,-3%,-0.14,1300,5%,2.4,1012,i,1.6,2.7,7.1,-0.39,-0.2,-0.15,-0.13
CNC(=S)N1CCC(NC(=O)C(Cc2ccccc2)NC(C)=O)CC1 (stereo unspecified),-1,-5,i,22,-8%,0.09,1272,-13%,0.3,1078,i,1.8,1.7,4.1,0.089,-0.26,0.14,-0.47
O=C(O)c1cccc(S(=O)(=O)Nc2cccc(S(=O)(=O)N3CCCCCC3)c2)c1,-5,24,i,-6,-21%,-0.92,1228,-13%,-1.5,1084,i,3.4,2.5,5.3,0.087,-0.25,-0.029,0.48
Cc1ccc(-c2nn3c(C)nnc3c3ccccc23)cc1S(=O)(=O)NC(C)c1ccccc1 (stereo unspecified),-1,-9,i,11,3%,-0.17,1617,0%,-1.2,1406,i,6.6,2.6,3.7,0.11,-0.23,-0.073,0.73
CCCCNC(=O)C1c2ccccc2C(=O)N(c2ccc(OC)cc2)C1c1ccc(OC)cc1 (stereo unspecified),-13,-28,i,-5,15%,0.66,950,10%,4.0,1039,i,1.6,1.3,12,2,-0.34,1.2,-0.14
CCOc1ccc(Br)cc1/C=N/O,5,3,i,0,15%,-0.32,1862,16%,-1.2,1073,i,1.8,1.5,7.9,-0.76,-0.067,-0.17,0.59
COc1ccccc1NC(=O)Nc1cnccn1,8,8,i,-43,1%,0.15,1616,-2%,-1.1,892,i,5.2,2.3,4.2,0.69,-0.25,0.53,-0.66
COc1ccc(CNC(=S)Nc2cc(C)cc(C)c2)cc1,-2,-14,i,0,8%,1.5,1400,4%,0.7,804,i,3.3,1.5,0.3,2.5,-0.13,1.3,-1
Cc1ccc(N2CC(C(=O)NCc3ccccn3)CC2=O)cc1 (stereo unspecified),-7,17,i,0,4%,0.4,1275,3%,-1.9,1164,i,3.9,2.9,8.3,-0.4,0.83,-0.27,1.4
Cc1ccc(S(=O)(=O)N(C(=O)c2ccco2)c2cc3sc(=O)oc3c3ccccc23)cc1,11,4,i,2,-4%,-0.31,931,-7%,-1.7,1048,i,5.2,1.6,4.4,-0.82,-0.077,-0.17,-0.13
COc1ccc(-c2csc(NC(=O)c3ccc(N4C(=O)CCC4=O)cc3)n2)cc1OC,8,3,i,3,-5%,0.15,1282,-4%,-0.6,1130,i,2.2,1.8,3.8,-0.41,-0.21,-0.028,-0.3
CCOC(=O)/C(C#N)=C\c1ccc2c(c1)OCO2,.,.,i,-14,.,.,.,.,.,.,i,4.0,1.8,4.8,0.19,-0.21,-0.21,0.59
Cc1cccc(/C(N)=N/OC(=O)Cc2ccccc2)c1,15,8,i,3,7%,-0.52,1470,4%,-2.8,1053,i,4.0,1.3,5.6,0.6,-0.18,0.43,-0.59
Nc1nonc1C(=O)N/N=C/c1ccc(-c2cccc([N+](=O)[O-])c2)o1,-8,-2,i,-11,3%,-0.81,984,-3%,-2.6,1186,i,1.2,1.4,6.7,0.21,-0.19,0.21,-0.032
O=C(NCCO)Nc1ccc(Cl)cc1,1,5,i,1,-1%,0.89,1543,-6%,4.6,822,i,5.3,1.4,0.2,-1.5,-0.28,-0.52,1.1
O=C(NCC1CCCO1)c1cccc(N2C(=O)C3C4C=CC(C4)C3C2=O)c1 (stereo unspecified),8,16,i,3,15%,0.05,1308,14%,0.5,1067,i,2.9,0.7,38,0.15,-0.27,0.43,0.64
CCN=C1S/C(=C\c2cc(OCC)c(O)cc2Br)C(=O)N1CC,-3,4,i,1,12%,-2.9,1041,20%,.,.,i,1.7,5.4,5.8,-0.4,-0.2,-0.26,0.5
Cc1cccc(/C=N/Nc2ccc3ccccc3n2)c1,64*,45*,i,-10,6%,0.52,1380,1%,-1.2,1127,i,3.6,1.9,14,-0.49,-0.2,-0.38,0.53
